PAD4 FP inh: human PAD4 inhibitors, primary screen, biochemical, fluorescence polarization, 1536-well format | Protein-arginine deiminase type-4 (Homo sapiens), Q9UM07 | recombinant PAD4, RCA probe fluorescence polarization | inhibition, % at 6.36 µM | hit rate 0.41% among 330,000 | AID 485272, 2010;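 active = percent inhibition above a cutoff equal to the mean of all tested compounds plus 3 SD, cut at about 15% in these data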;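 also: 0% = PAD4 with RCA probe and DMSO and 100% = probe without PAD4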
PAFAH1B2 inh: PAFAH1B2 enzyme inhibitors, primary screen, biochemical, fluorescence polarization, human; Platelet-activating factor acetylhydrolase IB subunit alpha2 (Homo sapiens), P68402; recombinant PAFAH1B2, FP-rhodamine activity probe; inhibition, % at 3.39 µM; hit rate 1.2% among 340,000; AID 492953, 2010;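 active = inhibition above the mean of all tested compounds plus 3 SD, cut at about 24% in these data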;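 also: 0% = enzyme with DMSO and 100% = wells lacking PAFAH1B2; many of its hits are not listed in these tables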
Target sequence (P68402 whole entry, looked up): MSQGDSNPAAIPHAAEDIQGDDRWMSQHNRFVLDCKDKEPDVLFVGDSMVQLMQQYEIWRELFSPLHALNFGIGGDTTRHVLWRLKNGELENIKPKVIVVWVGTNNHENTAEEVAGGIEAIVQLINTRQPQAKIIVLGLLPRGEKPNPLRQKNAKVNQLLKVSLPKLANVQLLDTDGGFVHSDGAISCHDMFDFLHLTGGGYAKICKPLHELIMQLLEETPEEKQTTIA
PAFAH2 FP inh: PAFAH2 enzyme inhibitors, primary screen, biochemical, fluorescence polarization, human. Platelet-activating factor acetylhydrolase 2, cytoplasmic (Homo sapiens), Q99487. recombinant PAFAH2, FP-rhodamine activity probe. inhibition, % at 3.39 µM. hit rate 0.99% among 340,000. AID 492956, 2010;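 active = inhibition above the mean over all tested compounds plus 3 SD, cut at about 30% in these data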;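 also: inhibitors block probe labeling of enzyme so polarization drops; 0% = enzyme with DMSO and 100% = wells lacking PAFAH2 protein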
GSTO1 inh: inhibitors of recombinant GSTO1, primary screen, counter-screen for RBBP9 inhibitor project, biochemical, fluorescence polarization; hit rate 1.1% among 300,000; activity-based probe fluorescence polarization; inhibition, % at 5.96 µM; AID 1974, 2009; Glutathione S-transferase omega-1 (Homo sapiens), P78417;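 active = inhibition above the campaign mean inhibition plus 3 SD, cut at about 35% in these data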;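 also: 0% = GSTO1-1 with DMSO and 100% = wells lacking GSTO1-1 enzyme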
Target sequence (P78417 whole entry, looked up): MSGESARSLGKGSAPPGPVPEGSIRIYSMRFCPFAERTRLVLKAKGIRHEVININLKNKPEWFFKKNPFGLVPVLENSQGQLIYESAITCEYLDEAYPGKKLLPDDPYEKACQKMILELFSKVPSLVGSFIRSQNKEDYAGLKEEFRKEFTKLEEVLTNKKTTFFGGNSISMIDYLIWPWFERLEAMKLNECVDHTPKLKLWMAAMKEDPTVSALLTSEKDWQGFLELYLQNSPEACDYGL
pPAFAH inh: pPAFAH enzyme inhibitors, primary screen, biochemical, fluorescence polarization, human; recombinant pPAFAH, FP-rhodamine probe fluorescence polarization; inhibition, % at 3.39 µM; hit rate 1.5% among 330,000; AID 463082, 2010;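 active = inhibition above the mean inhibition across the screen plus 3 SD, cut at about 25% in these data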;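 also: inhibitors block binding of the rhodamine activity-based probe so polarization drops; 0% = enzyme with DMSO and 100% = wells lacking pPAFAH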
PME-1 primary: PME-1 inhibitors via competitive probe labeling, primary screen, biochemical, fluorescence polarization, FP-Rh probe, HTS; Protein phosphatase methylesterase 1 (Homo sapiens), Q9Y570; recombinant PME-1; inhibition, % at 5.9 µM; hit rate 0.53% among 320,000;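 active = inhibition above the campaign mean of all compounds plus 3 SD, cut at about 26% in these data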;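 also: competitive labeling of PME-1 active site by serine hydrolase directed probe; 0% = PME-1 with DMSO and 100% = wells lacking PME-1 enzyme; inhibitors block probe labeling so polarization falls and inhibition rises; many of its hits are not listed in these tables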
PAFAH1B3 inh: PAFAH1B3 enzyme inhibitors, primary screen, biochemical, fluorescence polarization, human | Platelet-activating factor acetylhydrolase IB subunit alpha1 (Homo sapiens), Q15102 | recombinant PAFAH1B3, FP-rhodamine probe | inhibition, % at 3.39 µM | hit rate 0.28% among 340,000 | AID 492972, 2010;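 active = inhibition above the screen-wide average of all tested compounds plus 3 SD, cut at about 25% in these data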;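 also: 0% = enzyme with DMSO only and 100% = wells lacking PAFAH1B3 protein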
Target sequence (Q15102 whole entry, looked up): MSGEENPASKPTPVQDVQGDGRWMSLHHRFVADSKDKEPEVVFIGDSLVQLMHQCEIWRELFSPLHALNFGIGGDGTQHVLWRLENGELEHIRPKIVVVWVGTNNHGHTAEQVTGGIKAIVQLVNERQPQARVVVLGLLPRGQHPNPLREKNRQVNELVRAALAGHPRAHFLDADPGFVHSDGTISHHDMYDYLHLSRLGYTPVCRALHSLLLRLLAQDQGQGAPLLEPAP
Fam108B inh: mouse Fam108B serine hydrolase inhibitors, primary screen, counter-screen for RBBP9 inhibitor project, biochemical, fluorescence polarization | recombinant Fam108B, FP-Rh probe fluorescence polarization | inhibition, % at 9.51 µM | hit rate 0.33% among 300,000 | AID 1947, 2009;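 active = inhibition above the screen mean inhibition plus 3 SD, computed separately per campaign, cut at about 18% in these data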;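 also: inhibitors lower polarization as less probe binds the enzyme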
LYPLA1 inh: LYPLA1 inhibitors, primary screen, counter-screen for PME1 inhibitor project, biochemical, fluorescence polarization, FP-Rh probe ABPP; Acyl-protein thioesterase 1 (Homo sapiens), O75608; recombinant LYPLA1; inhibition, % at 5.9 µM; hit rate 0.16% among 320,000; AID 2174, 2009;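 active = inhibition above the mean of all tested compounds plus 3 SD, set per campaign, cut at about 14% in these data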;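 also: inhibitors block serine hydrolase probe labeling of LYPLA1 so polarization falls; 0% = enzyme with DMSO and 100% = wells lacking LYPLA1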
Target sequence (O75608 whole entry, looked up): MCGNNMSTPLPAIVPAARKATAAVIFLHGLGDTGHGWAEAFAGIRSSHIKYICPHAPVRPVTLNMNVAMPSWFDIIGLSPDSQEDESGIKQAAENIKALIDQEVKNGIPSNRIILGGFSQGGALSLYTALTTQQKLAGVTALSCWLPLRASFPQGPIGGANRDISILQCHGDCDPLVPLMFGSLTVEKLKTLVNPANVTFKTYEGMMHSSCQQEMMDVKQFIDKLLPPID
Starred values were filed as active, the others as inactive; · = no result given.

nr	structure	PAD4 FP inh	PAFAH1B2 inh	PAFAH2 FP inh	GSTO1 inh	pPAFAH inh	PME-1 primary	PAFAH1B3 inh	Fam108B inh	LYPLA1 inh
1	O=S(=O)(c1ccc(-c2csc(-c3cccnc3)n2)cc1)N1CCOCC1	-0.8	3.1	10.9	-3.3	-1.0	5.0	-1.6	4.1	1.2
2	Cc1cc(N2CCOCC2)c2c(N)c(C)cc(C)c2n1	1.1	-1.7	6.7	4.1	0.2	0.1	7.8	-2.2	3.8
3	CCN(C(=O)c1ccccc1F)c1nc(-c2ccc(OC)cc2)cs1	0.1	4.0	-4.1	4.7	4.6	-7.1	8.9	-5.5	-5.6
4	CCCNC(=O)C(=O)N/N=C/c1ccc(OCc2ccccc2)cc1	0.3	-1.4	4.3	2.2	0.9	4.2	-8.1	-5.3	-0.9
5	O=C(Cn1cc(C(F)(F)F)cc(Cl)c1=O)NCCc1ccccc1	5.5	0.6	2.4	5.8	0.8	-4.3	1.5	1.8	-0.9
6	COc1ccc(CC(=O)Nc2ccc(N3CCCC3)c(C)c2)cc1	-6.2	3.1	10.0	7.8	9.7	2.7	0.5	2.2	-5.4
7	COc1ccc(NC(=O)Cc2cccs2)cc1S(=O)(=O)N1CCCCC1	1.9	4.2	8.2	·	5.8	·	6.9	·	·
8	O=C(CNC(=O)c1ccccc1)OCc1nnc(-c2ccc(Cl)cc2)o1	-0.8	4.3	-1.5	6.5	8.0	5.8	-5.8	1.2	-1.0
9	CC(C)[C@H](NC(=O)c1ccccc1Cl)C(=O)Nc1ccc(S(=O)(=O)Nc2nccs2)cc1	-3.5	4.7	4.5	·	-1.3	·	1.7	·	·
10	Cc1cc(=O)[nH]c(SCCCOc2ccccc2Cl)n1	2.9	6.9	-8.8	5.5	6.0	-1.6	1.9	0.2	-1.1
11	Nc1nonc1-n1nnc(C(=O)N/N=C/c2ccccc2F)c1-c1cccs1	3.3	1.4	-4.2	0.0	4.2	9.1	4.1	-2.8	-3.2
12	Cn1c(=O)[nH]c(=O)c2c1nc(NC1CCCCC1)n2Cc1ccccc1	2.1	6.7	2.4	0.4	3.3	-7.6	4.7	5.6	-0.2
13	COc1cccc(-c2c(C#N)c(N)nc3c2c(=O)nc2sccn23)c1	-2.9	·	·	4.2	1.6	-0.7	·	-4.2	1.4
14	Cc1cc(NC(=O)CSCC(=O)Nc2ccccc2Oc2ccccc2)no1	-1.0	3.9	-0.8	2.4	2.3	0.6	8.9	2.8	-1.4
15	Cc1[nH]n2cnnc2c(=O)c1Br	-4.4	-2.4	-3.4	-1.4	2.1	-7.4	-4.7	0.1	0.6
16	COCCNC(=O)Cn1cnc([N+](=O)[O-])n1	-1.6	-2.2	-5.6	4.5	2.4	-5.0	-2.6	3.6	-3.0
17	COc1ccccc1CNC(=S)NCCc1ccccc1	-5.7	4.1	2.7	5.4	4.6	-0.7	-2.8	-0.5	-3.2
18	CCOc1ccc(S(=O)(=O)Nc2cccc(OC)c2)cc1	0.6	2.8	4.1	4.3	3.7	6.1	1.0	1.3	-1.8
19	CCOc1ccc(/C=C2\CCC(C3CCCC3)C2=O)cc1 (stereo not drawn)	-1.9	4.8	-6.8	0.2	4.4	-3.3	-0.2	-0.2	4.4
20	CC(=O)c1c(C)[nH]c(C(=O)Nc2cccc3ccccc23)c1C	-13.7	3.0	1.3	0.9	-4.7	-2.8	6.5	-2.2	-3.8
21	Cc1ccccc1C(=O)N/N=C/c1ccc([N+](=O)[O-])s1	-1.8	2.6	10.2	26.4	10.0	0.1	11.3	0.8	3.7
22	Cc1ccc(CNC(=O)CSc2nc3ccccc3c(=O)n2CCCO)cc1	-14.5	1.0	1.9	5.0	13.8	4.2	4.6	-1.3	0.6
23	C#CCn1c(=NC(=O)c2ccccc2[N+](=O)[O-])sc2cc(S(C)(=O)=O)ccc21	-2.4	-9.9	-10.2	-9.9	-5.8	-23.9	-4.5	-12.8	-6.6
24	CCOCCn1c(=O)c2c(nc3n2CC(C)CN3CCc2ccccc2)n(C)c1=O (stereo not drawn)	-1.6	5.6	7.9	-7.0	-3.2	-0.5	4.8	3.0	-0.8
25	COCCCN=C1NN=C(c2cc(C)n(Cc3ccccc3Cl)c2C)CS1	-2.6	5.5	5.9	10.4	13.8	4.6	10.7	3.8	0.1
26	CN1C(=O)C(O)(CC(=O)c2ccccn2)c2cc(Br)ccc21 (stereo not drawn)	-4.5	2.5	1.1	-1.2	0.6	-3.2	1.4	-1.4	-2.3
27	Cc1ccc2nc(-c3ccc(NC(=O)CN(c4ccccc4C)S(C)(=O)=O)cc3)sc2c1	0.2	0.6	-5.8	-0.5	1.1	-8.7	-10.6	-4.9	-4.4
28	CCCCCSc1nnc(C)c(=O)[nH]1	0.1	3.8	8.3	1.9	4.9	-2.2	5.4	-1.4	-0.6
29	CC(C)OC(=O)c1nn2c(C(F)(F)F)cc(-c3ccc(Br)o3)nc2c1Br	3.4	3.6	14.2	-4.8	4.0	7.2	5.6	1.5	-8.1
30	CCN(CC)CCNC(=S)Nc1ccc2nc(N3CCCC3)cc(C)c2c1	-3.9	0.9	-6.0	4.5	-3.1	-2.9	2.1	-0.5	-3.9
31	Cc1sc2ncn(CC(=O)NCCCN3CC(C)CC(C)C3)c(=O)c2c1S(=O)(=O)N1CC(C)CC(C)C1 (stereo not drawn)	-4.9	0.2	6.6	-0.2	4.4	2.6	2.1	-1.5	2.5
32	CC(C)(C)OC(=O)N1CCC[C@H]1C(=O)NCC1CCC(C(=O)O)CC1 (stereo partly drawn)	-1.8	6.8	-2.2	0.9	6.9	-1.7	1.8	3.6	3.5
33	COc1ccccc1-c1nnc(SCC(=O)N2CCOCC2)o1	0.4	8.9	2.7	1.3	-3.7	1.1	5.9	1.4	3.3
34	COc1ccc(OCC(=O)N(Cc2cccs2)C2CCS(=O)(=O)C2)cc1 (stereo not drawn)	0.4	6.7	4.9	-1.6	3.9	-1.6	-0.3	4.9	0.7
35	Cc1ccc(/C=N/NC(=O)c2cccs2)cc1[N+](=O)[O-]	2.1	1.1	1.7	-3.5	4.1	-5.7	-0.1	-1.8	-0.3
36	CC(C)CC(/C(O)=C(\C#N)c1nc2ccccc2[nH]1)N1C(=O)c2ccccc2C1=O (stereo not drawn)	-4.6	-1.5	8.5	-7.7	14.4	6.2	2.7	3.9	-6.8
37	COc1ccc(-c2ccc(-c3noc(-c4ccccc4C)n3)c(OC)n2)cc1	-0.5	-4.5	-11.7	-5.8	2.7	-2.0	2.1	-8.1	-1.2
38	CCCC1OC2CC3C4CCC5=CC(=O)C=CC5(C)C4C(O)CC3(C)C2(C(=O)O)O1 (stereo not drawn)	1.5	4.4	3.0	1.7	5.9	-5.5	4.7	0.8	-0.3
39	C=CCN(CC=C)CCOc1ccccc1[N+](=O)[O-]	-5.7	4.4	-6.2	6.8	-0.2	1.7	-3.6	0.8	-5.4
40	CCOC(=O)C1=C(C)N(c2nonc2NC(C)=O)C(N)=C(C#N)C1c1ccccc1F (stereo not drawn)	-4.8	3.6	1.8	-5.4	-1.3	4.5	8.2	1.8	2.3
41	CCCOc1ccc(N2C(=O)CC(N(Cc3ccco3)C(=O)CC)C2=O)cc1 (stereo not drawn)	3.2	7.3	4.2	9.6	4.4	0.9	3.9	1.6	-0.2
42	O=C(c1cccs1)N1CCN(Cc2ccc3c(c2)OCO3)CC1	0.7	3.5	-1.2	5.8	3.5	8.2	4.3	-0.5	-1.0
43	O=C(Cc1ccc([N+](=O)[O-])cc1)Nc1cccc(C(=O)N2CCCCC2)c1	1.6	2.5	7.6	·	0.3	·	0.7	·	·
44	CNC(=O)c1c(NC(=O)CS(=O)(=O)c2ccc(F)cc2)sc(C)c1C	-1.8	-1.8	2.2	9.6	6.5	0.6	0.1	-0.2	0.9
45	CC(C)(C)NC(=O)NC(=O)COC(=O)C1CC(=O)N(Cc2ccccc2)C1 (stereo not drawn)	-9.6	1.1	4.9	14.8	11.4	4.1	9.7	4.5	2.7
46	CCCCC(=NCCO)C1=C(O)C(C(=O)OC)C(C)(C)CC1=O (stereo not drawn)	-3.2	2.5	1.1	-6.2	-3.1	-0.3	2.0	-1.8	-3.7
47	C=CCNC(=O)CCC(=O)NNc1nc2ccccc2c2nc(-c3ccccc3)nn12	0.5	6.8	6.5	-5.6	0.9	7.4	0.8	0.9	1.9
48	CCc1c(C)sc(NC(=O)CSc2nc3c(c(C(F)(F)F)n2)CCc2ccccc2-3)c1C#N	7.2	5.7	3.9	4.7	3.4	-2.0	2.7	1.8	-0.2
49	Cc1ccc(S(=O)(=O)Nc2ccc3[nH]ccc3c2)cc1	0.2	9.4	4.7	5.8	5.2	-1.3	7.6	-0.2	-3.1
50	Nc1cc(C(=O)OCC(=O)NCCC2=CCCCC2)ccc1Cl	-3.1	3.1	52.5*	·	15.6	·	-4.7	·	·

(listing goes on)
nr	structure	PAD4 FP inh	PAFAH1B2 inh	PAFAH2 FP inh	GSTO1 inh	pPAFAH inh	PME-1 primary	PAFAH1B3 inh	Fam108B inh	LYPLA1 inh
51	NC(=O)CNC(=O)C1CCN(S(=O)(=O)c2ccc(-n3cnnn3)cc2)CC1	-0.1	2.2	-1.7	0.2	-0.2	-4.0	6.8	7.6	-0.5
52	Cc1ccc(NC(=O)CN2C(=O)NC3(CCCCC3C)C2=O)cc1S(=O)(=O)N1CCCCC1 (stereo not drawn)	0.0	-0.6	4.5	3.1	-0.9	-2.4	2.8	-2.5	-0.1
53	C/C(N)=C(/C#N)C(=O)COC(=O)C1CCC(C(C)(C)C)CC1 (stereo not drawn)	3.4	24.0	5.2	-3.2	4.6	-2.1	-0.1	1.2	-4.8
54	Cc1ccc2[nH]c3c(=O)[nH]ncc3c2c1	-4.2	6.1	-3.6	-3.3	8.2	2.5	8.5	1.6	0.3
55	O=C(CSc1ncnc2nc[nH]c12)Nc1ccc(Br)cc1Cl	0.5	2.8	-2.6	-5.3	8.7	-2.5	-0.9	-2.6	-5.0
56	Cc1cc2c(c(=O)n1Cc1ccc3c(c1)OCO3)C(c1cccnc1)C(C#N)=C(N)O2 (stereo not drawn)	-3.3	0.9	4.0	2.0	5.6	1.0	10.9	1.2	4.2
57	Cc1cc(C)n(C(=O)CNC(=O)c2ccccc2Br)n1	-1.8	5.9	5.7	5.5	1.1	-4.6	-2.8	1.9	-1.7

Assay outcomes as filed in PubChem.

These rows are one share of the data (hit frequency here may not be typical).
